Source: PubChem
PI4K2A inh = inhibitors of human PI4K2A | 420,000 compounds, 0.13% hits | activity change, negative = inhibition, % at 76.9 µM | purified PI4K2A, ADP-Glo luminescence, 1 h; hits give low values | Q9BTU6; in the data active means activity change below about -50%; inconclusive means mostly about -30% to -49%;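 further: -100% = wells without enzyme as full effect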
Target sequence (Q9BTU6 whole entry, looked up): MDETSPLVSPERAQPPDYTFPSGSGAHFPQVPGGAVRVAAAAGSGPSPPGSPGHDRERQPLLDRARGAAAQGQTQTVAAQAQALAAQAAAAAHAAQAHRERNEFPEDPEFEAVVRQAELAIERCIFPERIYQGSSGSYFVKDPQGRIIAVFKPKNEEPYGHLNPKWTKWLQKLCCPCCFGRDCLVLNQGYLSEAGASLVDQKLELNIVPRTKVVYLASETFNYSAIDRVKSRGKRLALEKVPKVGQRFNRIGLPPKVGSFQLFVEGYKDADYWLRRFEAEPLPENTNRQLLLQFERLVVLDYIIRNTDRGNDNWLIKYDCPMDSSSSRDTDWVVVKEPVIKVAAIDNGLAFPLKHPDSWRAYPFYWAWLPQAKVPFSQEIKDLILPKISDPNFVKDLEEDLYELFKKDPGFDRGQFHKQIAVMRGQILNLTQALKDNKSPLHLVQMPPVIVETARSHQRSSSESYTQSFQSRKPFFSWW
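Compounds are screened against recombinant PI4K2A using PI as substrate and ATP, the latter dispensed at 300 microM. Reactions run one hour at ambient temperature before ADP-Glo detection; full inhibition defined by wells lacking enzyme.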
GLS inhibitor = blocks human kidney-isoform glutaminase activity; Potency, µM (doses to about 45.5 µM), without a hit: at the top dose activity change, negative = inhibition, hits mostly inhibitors; AID 624170; GLS enzymatic activity, qHTS titration; 410,000 compounds, 0.21% hits; further: potency means the concentration at half of the fitted maximal effect
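Enzyme dispensed in phosphate buffer (45 mM, pH 8.2, 0.02% Tween-20), compounds pinned in, then 1 mM L-glutamine solution and the glutamate oxidase–HRP–Amplex Red mix added; fluorescence read immediately and again after 30 min at room temperature.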
ALOX12 inh = blocks human arachidonate 12S-lipoxygenase. P18054. purified 12hLO, xylenol orange hydroperoxide absorbance. Potency, µM (highest dose often 108 µM), without a hit: top-dose activity change, negative = inhibition, usual class: inhibitors. 580,000 compounds, 1.1% hits; further: potency means the concentration at half of the fitted maximal effect
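Hydroperoxide product was detected by ferrous iron/xylenol orange as the 573 to 405 nm absorbance ratio. Arachidonic acid at 40 uM (final) was turned over for 30 min at room temperature by 150 nM human 12hLO, pH 7.0 Hepes buffer, after 15 min compound preincubation.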
* hit, by the source's call; ? = inconclusive; . = no result given; & = joins results of further samples; [ ] = another dose, or the depositor's remark. Unless noted, the call rests on the fitted dose curve; in most records, active means well fitted inhibition curve with a large enough effect; inconclusive means small, poorly fitted or top-dose-only effect, or another doubt; inactive means no such curve, though single readings can be large or run the other way. Unless noted, on the % scale 0 is the no-effect control and ±100 the full control effect. These rows are one share of the data. The share of hits here may be higher or lower than overall.

SMILES	PI4K2A inh	GLS inhibitor	ALOX12 inh
O=C(Nc1ccc(F)cc1)N[C@@H]1CC[C@@H](CCn2cc(-c3ccc(F)cc3)nn2)O[C@@H]1CO	-1	.	?
O=C(c1ccco1)N1CCNCC1	0	.	-10%[22.9 µM]
CC(=O)[C@H]1CC[C@@H](c2ccccc2)N(S(=O)(=O)c2ccc(C)cc2)C1	-2	.	-7%
O=C(NC1CCCCC1)C(C1CC1)n1c(=O)c(-c2ccco2)nc2ccccc21 (centres undefined)	-8	.	?
Cc1ccc(S(=O)(=O)Nc2ccccc2[N+](=O)[O-])cc1	-6	.	-10%
CCCCCNC(=O)C(C1CC1)n1c(=O)c(-c2cc3ccccc3[nH]2)nc2ccccc21 (centres undefined)	1	.	?
O=C(NCc1ccccc1)C(c1ccccc1)n1c(=O)c(-c2cc3ccccc3[nH]2)nc2ccccc21 (centres undefined)	-4	.	-93%
Cc1ccc(S(=O)(=O)/C=C2\OCc3ccccc32)cc1	4	.	-25%
CCOC(=O)C1=CC[C@@H](c2ccccc2)N(S(=O)(=O)c2ccc(C)cc2)[C@@H]1C#N	14	.	?
O=C(Nc1ccc2c(c1)OCCO2)C(c1ccccc1F)n1c(=O)c(-c2cc3ccccc3[nH]2)nc2ccccc21 (centres undefined)	4	.	?
CCC(c1nc2ccccc2[nH]1)n1c(-c2cccnc2)nc2ccccc21 (centres undefined)	-2	.	-7%
CC(=O)C1CN(S(=O)(=O)c2ccc(C)cc2)C(c2ccccc2)CC1C (centres undefined)	1	.	11%
CCCCNC(=O)c1nc(-c2cnc(C)cn2)oc1-c1ccc(Cl)cc1	-1	.	-2%
CCOC(=O)[C@]12CCCC=C1N(CCC1=CCCCC1)C(=O)[C@H](CC(=O)NCCc1ccccc1OC)C2	2	.	13%
CCCCNC(=O)C[C@@H]1C[C@@]2(C(=O)OCC)CCCC=C2N(CCc2ccc(OC)c(OC)c2)C1=O	-3	.	?
C=C[C@@H](c1ccccc1)[C@](C)(O)C(=O)O	7	.	-5%
O=C(C[C@@H]1CC[C@H](NC(=O)c2ccc3c(c2)OCO3)[C@@H](CO)O1)NCc1ccc(F)cc1	-2	.	?
CCCCCCCCN1C(=O)[C@H](CC(=O)NCCCC)C[C@@]2(C(=O)OC)CC(C)(C)CC=C12	0	.	?
CC(=O)C[C@@H]1OC[C@H](C(C)C)N1S(=O)(=O)c1ccc(C)cc1	-2	.	-9%
COC(=O)C1(C(=O)OC)c2ccccc2N(S(=O)(=O)c2ccc(C)cc2)C1CC(C)=O (centres undefined)	6	.	26%
COC(=O)C[C@H]1CC[C@H](NC(=O)Nc2ccccc2)[C@@H](CO)O1	-3	.	0%
N#Cc1cccc(C(=O)C(=O)N2CCN(c3ccccc3)CC2)c1	-3	.	-3%
COC(=O)C[C@@H]1C=C[C@H](NC(=O)Nc2ccc(F)cc2)[C@@H](CO)O1	-5	.	0%
COc1ccc(Cn2cc(CN3CCc4onc(-c5ccc(Br)cc5)c4C3=O)nn2)cc1	-1	.	0%
CCCCCCCCN1C(=O)[C@H](CC(=O)N2CCCCC2)C[C@@]2(C(=O)OC)CC(C)(C)CC=C12	-4	.	-6%
CCCCNC(=O)C(NC(=O)c1ccc(-c2ccccc2)cc1)C(=O)c1ccccc1 (centres undefined)	-1	.	3%
CC(C)(C)NC(=O)C(c1ccccc1)n1c(=O)c(-c2cc3ccccc3[nH]2)nc2ccccc21 (centres undefined)	2	.	-22%
CC1(C(=O)NCc2ccccc2)CSCC(=O)N1C1CC1 (centres undefined)	-3	.	18%
COC(=O)[C@@]12C[C@@H](CC(=O)NCc3ccc(OC)c(OC)c3)C(=O)N(Cc3ccccc3)C1=CCC(C)(C)C2	2	.	-28%
Cc1cc(N2CCN(C(C(=O)NC3CCCC3)C(C)C)CC2)c2ccccc2n1 (centres undefined)	1	.	-8%
COC(=O)C[C@@H]1CC[C@@H](NS(=O)(=O)c2ccc(F)cc2)[C@@H](CO)O1	-4	.	-14%
COC(=O)[C@@]12C[C@@H](CC(=O)N3CCSCC3)C(=O)N(Cc3ccco3)C1=CCC(C)(C)C2	1	.	11%
O=C(C[C@H]1CC[C@H]2[C@@H](COC[C@H](O)CN2Cc2ccccc2)O1)NCCCN1CCOCC1	-5	.	-22%
Cc1ccc(S(=O)(=O)N[C@H](CO)C(C)C)cc1	-1	.	6%
CCOC(=O)C[C@@H]1OC[C@H](CO)N1S(=O)(=O)c1ccc(C)cc1	-8	.	15%
Cc1ccc(S(=O)(=O)N2[C@@H](Cc3ccccc3)CO[C@H]2CC(=O)c2cccs2)cc1	-5	.	-13%
Cc1cccc(C)c1NC(=O)C1(C)CSCC(=O)N1CCc1ccccc1 (centres undefined)	4	.	?
O=C(N[C@H]1CC[C@H](CCNC(=O)C2CC2)O[C@@H]1CO)c1ccccn1	-3	.	-2%
O=C(NC1CCCC1)C1C(c2ccc(C(F)(F)F)cc2)=Nc2ccccc2N1C(=O)c1cccc2ccccc12 (centres undefined)	-1	.	-8%
CC(=O)C[C@@H]1SC[C@H](c2ccccc2)N1S(=O)(=O)c1ccc(C)cc1	3	.	12%
CC1(C(=O)Nc2ccc3c(c2)OCCO3)CN(S(C)(=O)=O)CC(=O)N1Cc1ccco1 (centres undefined)	-3	.	-1%
CC(C)OC(=O)/C=C1\C[C@@H](c2ccccc2C(F)(F)F)O[C@@H](c2ccccc2C(F)(F)F)O1	-3	.	11%
CC(=O)O[C@H]1CC[C@@]2(C)C(=CC[C@@H]3[C@@H]2CC[C@]2(C)C(C(C)=O)=CC[C@@H]32)C1	3	.	-3%
COC(=O)[C@@]12C[C@@H](CC(=O)N3CCCCC3)C(=O)N(Cc3ccco3)C1=CCC(C)(C)C2	-1	.	5%
COC(=O)C[C@H]1C=C[C@H](NC(=O)c2ccccn2)[C@@H](CO)O1	1	.	-1%
CCCCOCCCNC(=O)C[C@@H]1C[C@@]2(C(=O)OC)CC(C)(C)CC=C2N(Cc2cccc3ccccc23)C1=O	-3	.	-7%
COC[C@@H](c1ccc(C(F)(F)F)cc1)N1CCN(C2(C)CCN(C(=O)c3c(C)ncnc3C)CC2)C[C@H]1C	3	.	-10%[57.4 µM]
CC(C)NC(=O)C1(C)CSCC(=O)N1C1CC1 (centres undefined)	-4	.	0%
CCCCNC(=O)C(NC(=O)c1ccc(C)cc1)C(=O)c1ccccc1 (centres undefined)	4	.	-8%
O=C(Nc1ccc(F)cc1)C(c1ccccc1)N1CCN(c2cccc(C(F)(F)F)n2)CC1 (centres undefined)	-1	.	-24%
Cc1ccc(S(=O)(=O)N(C)C[C@@H]2OCCCC[C@H](C)Oc3ccc(NC(=O)Nc4ccc(F)cc4)cc3C(=O)N([C@H](C)CO)C[C@H]2C)cc1	-1	-6%	?
O=C(CSc1nnc2n1CCCCC2)NCc1ccccc1	1	-11%	12%
CC(C)(C)n1nnnc1C(c1ccccc1)N1CCN(c2ncccc2C(F)(F)F)CC1 (centres undefined)	0&0	-3%&7%	72%&8%[activator]
COc1ccccc1Cn1c(=S)[nH]c2cc(C(=O)N3CCCC(C)C3)ccc2c1=O (centres undefined)	5	?	-4%
CC(C)(C)Cc1c(C2CCCCC2)nc2ccc(Cl)cn12	0	0%	0%
CCCCOC(=O)c1ccc(NC(=O)COC(=O)C2CC2C)cc1 (centres undefined)	-1	-6%	8%
Cc1cc(F)ccc1-c1cc(C(=O)NCc2cccs2)[nH]n1	-4	?	-30%
CC(C)N1CCC1(C)C(=O)Nc1ccccc1OC(F)F (centres undefined)	-1	4%	-11%
COc1ccc(C(O)c2nc(-c3ccc(N(C)C)cc3)cs2)cc1 (centres undefined)	-2	9%	-12%
Cc1ccccc1S(=O)(=O)NC(=O)C1(C)CCN1C(=O)CCc1ccccc1 (centres undefined)	2	4%	-8%

Exported with bars between the fields: part of the list above.
Compound | PI4K2A inh | GLS inhibitor | ALOX12 inh
CC(C)NC(=O)C1(C)CSCC(=O)N1C1CC1 (centres undefined) | -4 | . | 0%
CCCCNC(=O)C(NC(=O)c1ccc(C)cc1)C(=O)c1ccccc1 (centres undefined) | 4 | . | -8%
O=C(Nc1ccc(F)cc1)C(c1ccccc1)N1CCN(c2cccc(C(F)(F)F)n2)CC1 (centres undefined) | -1 | . | -24%
Cc1ccc(S(=O)(=O)N(C)C[C@@H]2OCCCC[C@H](C)Oc3ccc(NC(=O)Nc4ccc(F)cc4)cc3C(=O)N([C@H](C)CO)C[C@H]2C)cc1 | -1 | -6% | ?
O=C(CSc1nnc2n1CCCCC2)NCc1ccccc1 | 1 | -11% | 12%

Additional records follow:
SMILES	PI4K2A inh	GLS inhibitor	ALOX12 inh
CC(=O)Nc1ccc(NC(=O)c2csc([C@@H]3C[C@H](O)[C@@H](CO)O3)n2)cc1	4	-10%	5%
CCCCNC(=O)C1c2ccccc2OCC(=O)N1CCc1c[nH]c2ccccc12 (centres undefined)	0	11%	-11%
OCc1cccc(-c2csc(C(O)c3ccccc3)n2)c1 (centres undefined)	-2	9%	0%
O=C(Nc1ccccc1)c1cc(C2CCCN(C(=O)CCc3ccccc3)C2)on1 (centres undefined)	-4	-3%	12%
Cc1cccc(S(=O)(=O)NC(=O)C2(C)CCN2C(=O)C2(c3ccc(Cl)cc3)CC2)c1 (centres undefined)	-5	4%	-13%
COc1ccccc1-c1csc(C(O)c2ccc(F)cc2)n1 (centres undefined)	-1	9%	-27%
N#CCCN(Cc1ccccc1)C(C(=O)NC1CCCCC1)C1CC1 (centres undefined)	-3	17%	35%
Cc1cc(C(=O)N2CCC2(C)C(=O)NCC(C)(C)C)nn1C (centres undefined)	0	2%	7%
Cc1cc(C)cc(C(O)c2ncc(-c3ccccc3)[nH]2)c1 (centres undefined)	-7	6%	?
Cc1c(C(=O)NCc2ccc(C(C)C)cc2)sc(=O)n1Cc1ccc(S(=O)(=O)N(C)C)cc1	-3	5%	9%
Cn1ccc2c(-c3ccc(CO)cc3)cc3c(c21)C1CCC3C1 (centres undefined)	2	-5%	?
COc1ccc(CCC(=O)Nc2c(-c3ccc(N(C)C)cc3)[nH][nH]c2=O)cc1	-64*	19%	-110%
NC(=O)c1cccc(-c2coc3c(C(=O)NC4CCCCC4)cccc23)c1	3	6%	0%
COC(=O)[C@]12CCCCC=C1N(CCC1=CCCCC1)C(=O)[C@H](CC(=O)N1CCCC1)C2	3	2%	0%
CCCS(=O)(=O)NC(=O)C1(C)CCN(C(=O)c2cccc(C)c2C)C1 (centres undefined)	0	12%	-24%
Cc1cccnc1C(NC(=O)C1CCN(CCCOc2ccc(F)cc2)CC1)c1ccccc1 (centres undefined)	0	4%	-21%
C=C(C)Cn1c2ccc(NC(=O)NCc3ccccc3)cc2c(=O)n1C	8	0%	-7%
COc1ccc(NC(=O)COC(=O)c2ccc3c(c2)OCCO3)cc1	-3	2%	-21%
COc1ccccc1-c1csc(C(NC(C)=O)c2ccc(F)c(F)c2)n1 (centres undefined)	0	-3%	-4%
CC(C)C[C@@H]1Cc2[nH][nH]c(=O)c2[C@H](C)O1	-2	2%	13%
COc1ncnc2c1ncn2CCCNCc1ccccc1	1	4%	?
CCCC(=O)N1CCC1(C)C(=O)NS(=O)(=O)c1ccccc1Cl (centres undefined)	-3	0%	-27%
Cc1ccc(NC(=O)C2(C)CCN2Cc2cccc3c2OCO3)cc1O (centres undefined)	-1	25%	1%
O=S1(=O)CC(N2CCCCC2)CN1CCc1ccccc1 (centres undefined)	-1	-8%	-57%
Cc1ccc(C)c(NC(=O)COC(=O)c2c(-c3ccccc3)noc2C)c1	-3	-3%	-3%
CCOC(=O)[C@]12CCC=C1N(Cc1ccco1)C(=O)[C@H](CC(=O)NCC13CC4CC(CC(C4)C1)C3)C2	-1	-10%	0%
CC(=O)NC(c1ccc(F)c(F)c1)c1nc(-c2ccc3c(c2)OCO3)cs1 (centres undefined)	2	-3%	?
COc1ccc(CC(N)c2csc(NC(=O)Nc3ccccc3Oc3ccccc3)n2)cc1 (centres undefined)	-2	-1%	?
Cc1ccc(CSC2=NCCN2S(=O)(=O)c2ccc(C)cc2)cc1	4	2%	-11%
Cc1cc(S(=O)(=O)Nc2ncnc3sccc23)ccc1F	1	-5%	-6%
CC1=C(C(=O)Nc2cc(C(=O)NCc3ccccc3)ccc2C)SCCO1	2	10%	1%
CCCNC(=O)C1(C)CCCN(C(=O)c2c(F)ccc(C)c2F)C1 (centres undefined)	-5	6%	-11%
Cc1cc(C(F)(F)F)c2c(N)c(C(=O)NCc3ccc(Cl)cc3)sc2n1	-1	4%	11%
CCOc1ccc2nc(N/C(N)=N/S(=O)(=O)c3ccc(C)cc3)nc(C)c2c1	-1	-1%	?
CCCCNC(=O)c1nc(C2CCN(S(=O)(=O)c3cccc(C(F)(F)F)c3)CC2)oc1-c1ccccc1	5	1%	-9%
